PAD4 FP inh – blocks human protein arginine deiminase 4 | inhibition, % at 6.36 µM | Q9UM07 | 330,000 tested, 0.41% active | recombinant PAD4, RCA probe fluorescence polarization | AID 485272;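 active means percent inhibition above a cutoff equal to the mean of all tested compounds plus 3 SD, cut at about 15% in these data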;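 further: 0% = PAD4 with RCA probe and DMSO and 100% = probe without PAD4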
PREPL inhibitor – inhibits the human prolyl oligopeptidase-like enzyme. 320,000 tested, 0.68% active. recombinant PREPL, fluorescence polarization activity-based probe. Q4J6C6. inhibition, % at 5.96 µM; in the data active means inhibition above about 43%;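 further: 0% = enzyme with DMSO and 100% = wells lacking enzyme; many of its hits are not listed in these tables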
LYPLA1 counter – blocks human lysophospholipase 1, a PME1 counter-screen; O75608; recombinant LYPLA1, FP-Rh probe fluorescence polarization; inhibition, % at 5.9 µM; 320,000 tested, 0.16% active; AID 2174;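 active means inhibition above the mean of all tested compounds plus 3 SD, set per campaign, cut at about 14% in these data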;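 further: inhibitors block serine hydrolase probe labeling of LYPLA1 so polarization falls; 0% = enzyme with DMSO and 100% = wells lacking LYPLA1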
Target sequence (O75608 whole entry, looked up): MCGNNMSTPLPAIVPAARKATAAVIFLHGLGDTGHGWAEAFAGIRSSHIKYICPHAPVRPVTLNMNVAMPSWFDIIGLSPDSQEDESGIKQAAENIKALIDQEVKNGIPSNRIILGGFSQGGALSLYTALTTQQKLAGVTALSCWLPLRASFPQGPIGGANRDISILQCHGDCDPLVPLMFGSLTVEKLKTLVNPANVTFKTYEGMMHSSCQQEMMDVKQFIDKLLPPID
PAFAH2 inh – inhibitors of human PAFAH2. recombinant PAFAH2, FP-rhodamine activity probe, fluorescence polarization. inhibition, % at 3.39 µM. Q99487. AID 492956. 340,000 tested, 0.99% active;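 active means inhibition above the mean over all tested compounds plus 3 SD, cut at about 30% in these data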;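 further: inhibitors block probe labeling of enzyme so polarization drops; 0% = enzyme with DMSO and 100% = wells lacking PAFAH2 protein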
LYPLA2 counter – counter-screen for PME1 inhibitors: inhibitors of human LYPLA2. O95372. recombinant LYPLA2, FP-Rh probe fluorescence polarization. inhibition, % at 5.9 µM. 320,000 tested, 0.38% active. AID 2177;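 active means inhibition above the screen-wide mean plus 3 SD, limit set per campaign, cut at about 26% in these data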;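 further: 0% = LYPLA2 with DMSO and 100% = wells lacking LYPLA2 enzyme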
Target sequence (O95372 whole entry, looked up): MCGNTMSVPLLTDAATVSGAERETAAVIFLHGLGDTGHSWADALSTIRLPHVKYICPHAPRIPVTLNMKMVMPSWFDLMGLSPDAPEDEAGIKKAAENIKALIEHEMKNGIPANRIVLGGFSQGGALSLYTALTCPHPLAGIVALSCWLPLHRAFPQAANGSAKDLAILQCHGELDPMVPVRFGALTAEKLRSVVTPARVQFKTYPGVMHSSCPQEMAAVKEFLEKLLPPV
GSTO1 counter – blocks human GSTO1 in RBBP9 counter-screen; P78417; recombinant GSTO1, activity-based probe fluorescence polarization; inhibition, % at 5.96 µM; 300,000 tested, 1.1% active;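 active means inhibition above the campaign mean inhibition plus 3 SD, cut at about 35% in these data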;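 further: 0% = GSTO1-1 with DMSO and 100% = wells lacking GSTO1-1 enzyme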
Target sequence (P78417 whole entry, looked up): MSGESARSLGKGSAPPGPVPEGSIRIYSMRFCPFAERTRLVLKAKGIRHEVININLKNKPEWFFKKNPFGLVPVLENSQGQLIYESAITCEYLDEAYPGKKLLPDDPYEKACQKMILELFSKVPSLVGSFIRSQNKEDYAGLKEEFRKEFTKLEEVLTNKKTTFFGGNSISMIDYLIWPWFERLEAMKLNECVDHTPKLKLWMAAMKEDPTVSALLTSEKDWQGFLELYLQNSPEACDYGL
PAFAH1B3 FP inh – inhibitors of human PAFAH1B3 | inhibition, % at 3.39 µM | Q15102 | 340,000 tested, 0.28% active | recombinant PAFAH1B3, FP-rhodamine probe, fluorescence polarization;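 active means inhibition above the screen-wide average of all tested compounds plus 3 SD, cut at about 25% in these data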;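 further: 0% = enzyme with DMSO only and 100% = wells lacking PAFAH1B3 protein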
Target sequence (Q15102 whole entry, looked up): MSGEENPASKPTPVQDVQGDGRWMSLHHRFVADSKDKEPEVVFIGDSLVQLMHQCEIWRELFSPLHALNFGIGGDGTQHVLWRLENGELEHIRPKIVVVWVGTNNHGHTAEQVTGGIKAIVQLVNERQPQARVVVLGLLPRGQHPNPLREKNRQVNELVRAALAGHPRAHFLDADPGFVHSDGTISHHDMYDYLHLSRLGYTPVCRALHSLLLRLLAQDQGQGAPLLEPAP
EBNA-1 inh – blocks EBNA-1 binding to DNA. AID 1950. 300,000 tested, 0.34% active. EBNA-1 DNA binding, fluorescence polarization. inhibition, % at 14.8 µM; in the data active means inhibition above about 28%
ZTA DNA inh – blocks Epstein-Barr virus ZTA, an EBNA-1 counter-screen; 320,000 tested, 0.15% active; inhibition, % at 11 µM; ZTA-DNA binding, fluorescence polarization; P03206; in the data active means inhibition above about 33%
* hit, by the source's call; / = no result given. A portion of the library; the hit share may differ from the screen's.

SMILES	PAD4 FP inh	PREPL inhibitor	LYPLA1 counter	PAFAH2 inh	LYPLA2 counter	GSTO1 counter	PAFAH1B3 FP inh	EBNA-1 inh	ZTA DNA inh
COCCN1Cc2cccc(C(=O)NC(C)c3cccs3)c2C1=O (stereo not drawn)	-5	-1	1	-5	2	-3	11	-6	3
CCOc1ccc(OCCC(=O)NNC(=O)c2cc(C)oc2C)cc1	-1	3	-4	-2	-2	6	10	3	6
N#Cc1ccc(OCC(=O)NCCc2ccc(S(N)(=O)=O)cc2)cc1	-2	11	-1	2	2	3	5	-9	6
CCOC(=O)CNC(=O)CSc1nc(N(C)C)nc(N2CCOCC2)n1	-3	2	2	-7	-1	-3	-3	-17	9
O=C(O)c1ccc(NC(=O)c2cccc(N3C(=O)C4C5CCC(C5)C4C3=O)c2)cc1 (stereo not drawn)	-2	-2	-4	-3	-6	-2	8	-1	4
O=C(Nc1cc(Cl)ccc1-n1cncn1)c1ccc([N+](=O)[O-])s1	-4	7	0	1	0	14	11	4	4
CN(C)C(CNS(=O)(=O)c1ccc(Cl)cc1F)c1ccco1 (stereo not drawn)	-6	3	/	-6	/	/	4	/	/
Cc1cccc(-n2c(C)nc3cc(C(=O)NCc4ccc5c(c4)OCO5)ccc32)c1	-1	-3	2	-3	7	11	-1	-2	14
Cc1noc(C)c1CSCC(=O)N(CCC(C)C)c1c(N)n(Cc2ccccc2)c(=O)[nH]c1=O	1	8	2	-6	-2	0	3	-4	-5
O=C1N[C@@H](Cc2ccccc2)COC(=O)[C@@H](Cc2ccc(F)cc2)CC/C=C/C[C@@H]1CC(=O)N(CCO)Cc1ccccc1	-1	44*	/	15	/	/	4	/	/
CCOc1ccc(-c2c(=O)n(OCc3ccc([N+](=O)[O-])cc3)c3ccccc3[n+]2[O-])cc1	4	11	1	/	-8	5	/	-6	17
Cc1ccc(NC(=O)C(C)N2CCc3ccccc3C2)cc1 (stereo not drawn)	-4	-13	3	5	-2	20	12	-4	-4
COc1ccccc1CNC(=O)COC(=O)c1ccccc1SCC(=O)N1CCCC1	-2	1	0	29	4	4	0	6	2
CCC(C)[C@H](NC(=O)Nc1ccc(C(C)=O)cc1)C(=O)OC (stereo partly drawn)	5	15	-1	2	5	-91	4	1	1
CCOC(=O)C1CCN(c2ncnc3c2cnn3-c2ccccc2)CC1	1	12	-3	-1	-3	2	6	6	-1
COc1cccc(C2=NOC(C(=O)Nc3ccccc3SC)C2)c1 (stereo not drawn)	0	11	1	-5	0	7	2	-3	0
CC1=NN(C(=O)c2ccc(Cn3cc(Br)c([N+](=O)[O-])n3)o2)C(O)(C(F)(F)F)C1 (stereo not drawn)	4	4	2	3	2	-5	7	-9	-6
Cc1c(-c2ccc(Cl)cc2)[n+](=O)c2c(n1[O-])CCCC2	-3	3	-1	3	3	5	3	-6	14
CC1CCc2c(nc3sc4c(c3c2N)CCCC4)C1 (stereo not drawn)	-1	7	-1	3	0	0	1	-1	1
CCOC(=O)CN1C(=O)N[C@@H](CCc2ccccc2)[C@H](C(=O)OC)[C@H]1C	2	5	5	1	4	1	4	5	-11

2 of these compounds in another layout:
CCOC(=O)C1CCN(c2ncnc3c2cnn3-c2ccccc2)CC1
  PAD4 FP inh: 1; PREPL inhibitor: 12; LYPLA1 counter: -3; PAFAH2 inh: -1; LYPLA2 counter: -3; GSTO1 counter: 2; PAFAH1B3 FP inh: 6; EBNA-1 inh: 6; ZTA DNA inh: -1

COc1cccc(C2=NOC(C(=O)Nc3ccccc3SC)C2)c1 (stereo not drawn)
  PAD4 FP inh: 0; PREPL inhibitor: 11; LYPLA1 counter: 1; PAFAH2 inh: -5; LYPLA2 counter: 0; GSTO1 counter: 7; PAFAH1B3 FP inh: 2; EBNA-1 inh: -3; ZTA DNA inh: 0

Next section.
SMILES	PAD4 FP inh	PREPL inhibitor	LYPLA1 counter	PAFAH2 inh	LYPLA2 counter	GSTO1 counter	PAFAH1B3 FP inh	EBNA-1 inh	ZTA DNA inh
COc1ccc(Cn2c(=O)sc3ccccc32)cc1OC	-2	19	3	2	9	3	11	7	-3
O=C(NCc1ccco1)C1(c2ccccc2)CCCC1	-1	8	2	5	-1	4	12	3	-4
COc1ccccc1NC(=O)CCCNC(=O)Cn1cnc2sc(C)c(C)c2c1=O	-2	-3	0	-2	4	-1	3	-2	6
Cc1[nH]c2ccccc2c1/C=N/Nc1nc(Nc2ccc(F)cc2)nc(N2CCOCC2)n1	-2	12	-15	-1	-3	-3	11	-6	5
CCn1c(COc2ccc(C)cc2)nnc1SCC(=O)C(C)(C)C	1	10	1	-1	5	0	5	0	-3
COc1cc(C(=O)N2C[C@@H]3CCC[C@H]2C3)ccc1OC1CCN(C(C)=O)CC1	-1	3	3	0	1	-2	3	-11	-4
O=C(Nc1ccc(S(=O)(=O)Nc2nccs2)cc1)C1CCCCC1	-1	6	-2	0	-2	11	1	0	-1
CC(C)C[C@@H](CO)N1CCN(Cc2ccc(Br)cc2)CCC1=O	-2	33	0	1	1	-1	7	11	5
O=C(Cn1cccc1C(=O)c1ccccc1)NCCc1ccc(Cl)cc1	-1	-61	-6	6	-7	0	4	9	5
COc1ccccc1NC(=O)CSc1ncn(-c2ccccc2)n1	-2	4	-2	-1	3	3	5	-4	0
COc1ccc(C(=O)OCc2cc(C)ccc2C)cc1S(=O)(=O)N1CCCC1	-2	14	-5	10	-3	/	0	/	-1
Cn1c(=O)cc(SCC(=O)N2CCCC2)c2cc(Cl)ccc21	-6	11	-2	3	2	8	1	17	26
COc1ccccc1C1C=C(c2ccc(C)cc2)Nc2nnnn21 (stereo not drawn)	1	-50	2	-2	3	11	-3	1	-1
FC(F)(F)c1cccc(Oc2ccc3c(C(F)(F)F)cc(C(F)(F)F)nc3n2)c1	-1	15	-2	-1	-5	1	6	-5	18
O=C(CNC(=O)c1ccc(F)cc1)NCc1ccc(Cl)cc1	1	-11	4	0	5	12	7	-13	-12
Cc1nnc2n1NC(c1ccc(Cl)cc1)C(C(=O)N(C)C1CCCCC1)S2 (stereo not drawn)	-2	6	-2	5	2	10	1	-1	0
C=CCOc1ccc(/C=C/C(=O)OCC(=O)N2CCCc3ccccc32)cc1	2	0	-4	8	-2	-1	4	-1	-2
CC(C)CC(=O)NC(=S)Nc1nc(-c2ccccc2)cs1	-2	-2	-8	0	-12	-4	0	2	21
COc1cccc(C(=O)N2CCN=C2SCc2cccnc2)c1OC	0	-1	-2	8	2	4	5	8	8
COc1ccc(Cn2nnnc2C(c2ccc3ncccc3c2)N2CCN(C3CCCCC3)CC2)cc1 (stereo not drawn)	3	28	-3	5	-3	15	9	4	25
CSc1ccc(/C=N/Nc2ccc(Cl)c(C(=O)O)c2)cc1	-3	14	0	-4	3	14	3	1	0
Cc1cccc(N2CCN(S(=O)(=O)c3ccc(S(=O)(=O)N4CCCC4)cc3)CC2)c1C	-7	-25	5	-2	2	0	0	0	5
COc1ccccc1C(=O)Nc1ccccc1N1CCN(C(=O)c2ccc(Cl)cc2)CC1	-8	-11	-1	-6	-8	-6	-1	-7	-3
c1ccc2c3n(nc2c1)CCCCO3	0	12	0	-5	-4	/	-5	/	-8
CC1CCN(C(=O)c2cc3c(=O)n4ccccc4nc3s2)CC1	4	-3	-6	0	3	-2	11	10	-7
O=C1CSC(c2ccccc2[N+](=O)[O-])N1c1ccc(O)cc1 (stereo not drawn)	-5	-6	0	0	1	0	5	3	1
C/C(N)=C(/C#N)C(=O)CSc1nc2ccccc2c(=O)n1-c1ccc(C)c(Cl)c1	-4	-6	2	-12	-6	-15	-9	18	0
O=[N+]([O-])c1cc(Cl)c(Cl)c(Cl)c1Cl	-2	-1	1	1	5	/	6	/	-4
Cc1cccc(NNC(=O)C2CCC2)c1	6	10	1	-4	4	10	2	7	2
Cc1ccc(NC(=O)N2CCCC2)cc1Cl	0	-12	-2	5	0	0	-3	7	-1
COc1ccc([N+](=O)[O-])c2c(=O)ccoc12	-2	10	4	4	-1	-5	9	-1	8
CC1(C)CC(NC(=O)COc2ccc3ccc(=O)oc3c2)CC(C)(C)N1	2	6	3	-2	1	6	4	6	22
O=C(CN1C(=O)NC2NC(=O)NC21)NC1CCCCC1 (stereo not drawn)	-2	-7	-1	5	-2	2	9	-5	-18
O=C(Nc1ccc(Cl)cc1)C1CCC(=O)N1Cc1ccccc1Cl (stereo not drawn)	1	2	-1	3	5	-1	-5	-1	-4
C[C@H](CO)N1C[C@H](C)[C@@H](CN(C)Cc2ccc(-c3ccccc3)cc2)Oc2c(NS(=O)(=O)c3cccs3)cccc2C1=O	3	42	/	-1	/	/	0	/	/
CCOC(=O)[C@@H]1[C@H]2COc3cc(OC)ccc3[C@@H]2N2C(=O)N(c3ccc(Br)cc3)C(=O)[C@]12C	1	-20	-3	-1	-6	9	1	0	-9
Cc1ccccc1-n1c(SC2CCOC2=O)nnc1-c1ccncc1 (stereo not drawn)	1	-2	2	1	1	13	1	-11	0
CCOc1ccccc1CNn1cnnc1	-4	0	-1	3	2	-3	0	7	7
Cc1cc(Br)c(Cl)cc1NC(=O)CN1C(=O)C2C3CC(c4ccccc4)C(C3)C2C1=O (stereo not drawn)	-5	9	-29	-23	-54	-6	1	-9	7
Cc1ccccc1-n1ccnc1SCC(=O)NCc1ccco1	0	3	0	-1	-6	8	4	1	-13
CCC(CC)NC(=O)/C=C/c1ccccc1Cl	-4	11	-5	-8	-9	-4	3	-9	13
CC1CCCN(S(=O)(=O)c2ccc(C(=O)Nc3nnc(C4=COCCO4)o3)cc2)C1 (stereo not drawn)	4	4	-1	4	5	21	4	-2	-17
O=C(C1CC1)N1CCc2cc(S(=O)(=O)NCCCN3CCCCC3)ccc21	-3	10	-2	-5	-11	-4	6	-7	18
CCOC(=O)CC1NCCc2c1[nH]c1ccc(OC)cc21 (stereo not drawn)	0	12	2	0	2	1	9	0	4
O=C(CCN1C(=O)/C(=C/c2cccs2)SC1=S)NC1=NCCS1	-2	3	-4	1	0	8	-2	34*	-4
CCn1c(COc2cccc3cccnc23)nnc1SCC(=O)O	1	2	5	2	-5	-1	8	-3	-6
CCN(C(=O)c1ccc(Br)o1)C1CCS(=O)(=O)C1 (stereo not drawn)	-2	-5	2	-1	6	9	5	-10	-9
Cn1cc(Br)c(C(=O)NNC(=O)c2ccc(Cl)cc2)n1	-1	3	-2	-13	4	-1	0	-2	-4
COc1ccc2[nH]c(N=Nc3ccccc3C)c(O)c2c1	2	8	0	-3	2	5	9	8	17
CC(=O)c1ccc(C(=O)N2CCCC(Nc3ccc(C(C)C)cc3)C2)s1 (stereo not drawn)	0	20	-1	-4	10	2	5	-4	-11
(list continues)
SMILES	PAD4 FP inh	PREPL inhibitor	LYPLA1 counter	PAFAH2 inh	LYPLA2 counter	GSTO1 counter	PAFAH1B3 FP inh	EBNA-1 inh	ZTA DNA inh
CC1=C(C)CC(C(=O)Nc2ccc(C(N)=O)cc2)C(C(=O)O)C1 (stereo not drawn)	2	-4	1	-4	-5	0	2	14	3
COc1cccc(C2=NOC(C(=O)N3CCN(C(=O)c4ccco4)CC3)C2)c1 (stereo not drawn)	-2	2	3	-2	1	2	7	-3	7
Cc1cc(OC(=O)c2ccccc2C)c([N+](=O)[O-])c(=O)[nH]1	-3	3	5	-1	1	1	3	-6	-7
COc1ccccc1C(=O)NC(=O)COC(=O)CN1C(=O)NC(C)(C)C1=O	1	10	-2	2	-6	2	1	1	-19
O=[N+]([O-])c1cc(-c2cnc3ccccc3n2)ccc1Oc1ccc(Br)cc1	2	13	-1	-7	10	-4	2	3	-21
Cc1nc2ccccc2c(=O)n1/N=C/c1ccc(N(C)C)cc1	-3	4	1	-2	-1	-2	2	-3	13
Cc1nc2ccc(Cl)cc2c(-c2ccccc2)c1C(=O)N(C)C	0	-3	-2	1	-7	-3	-3	-3	15
O=C(Nc1cccc(NC(=O)c2cccnc2)c1)c1cccnc1	1	5	-2	-5	0	4	15	8	5

From PubChem
